Gli-Sufu block – Gli-Sufu pathway antagonists, primary screen, luciferase luminescence, Sufu-KO-LIGHT cells, uHTS; actives 0.74% (n = 340,000); Sufu-KO-LIGHT fibroblasts, Gli luciferase reporter luminescence; inhibition, % at 5 µM;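 active means inhibition above about 55%, limit read from the data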;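 further: 0% = DMSO-treated cells and 100% = wells with medium but no cells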
EBI2 antag – EBI2 receptor antagonists, beta-arrestin recruitment, primary screen, cell-based, luminescence, 7a,25-OHC stimulation, uHTS; G-protein coupled receptor 183 (Homo sapiens), P32249; 7a,25-OHC stimulated; inhibition, % at 5 µM; actives 0.81% (n = 360,000); AID 651636, 2012; in the data active means inhibition above about 38%;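 further: enzyme fragment complementation signal reports receptor beta-arrestin coupling in cells; 0% = agonist plus DMSO wells and 100% = wells without agonist; some results beyond the cut were filed as inactive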
Target sequence (P32249 whole entry, looked up, the tested form may be a part): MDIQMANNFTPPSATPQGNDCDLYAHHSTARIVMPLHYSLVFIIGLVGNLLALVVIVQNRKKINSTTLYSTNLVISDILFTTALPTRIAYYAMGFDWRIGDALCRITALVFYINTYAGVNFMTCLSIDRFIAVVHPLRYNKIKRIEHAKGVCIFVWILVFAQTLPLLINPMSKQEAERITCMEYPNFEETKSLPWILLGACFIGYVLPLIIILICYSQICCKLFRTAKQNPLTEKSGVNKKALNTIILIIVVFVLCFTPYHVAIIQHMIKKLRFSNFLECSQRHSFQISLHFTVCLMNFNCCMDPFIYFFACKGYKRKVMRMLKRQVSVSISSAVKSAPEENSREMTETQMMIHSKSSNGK
CCR6 antagonist – CCR6 receptor antagonists, primary screen, cell-based, CHO-K1, luminescence, beta-arrestin, uHTS; CHO-K1 CCR6 PathHunter beta-arrestin, CCL20-stimulated; inhibition, % at 20 µM; actives 0.49% (n = 340,000); AID 493098, 2011;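 active means compounds whose inhibition of the agonist-driven luminescence signal at 20 µM reaches about 50%, limit read from the data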;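 further: cells stimulated with CCL20 at 14 nM final; plate controls were DMSO with CCL20 for no effect and DMSO without agonist for full effect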
Target sequence (P51684 whole entry, looked up): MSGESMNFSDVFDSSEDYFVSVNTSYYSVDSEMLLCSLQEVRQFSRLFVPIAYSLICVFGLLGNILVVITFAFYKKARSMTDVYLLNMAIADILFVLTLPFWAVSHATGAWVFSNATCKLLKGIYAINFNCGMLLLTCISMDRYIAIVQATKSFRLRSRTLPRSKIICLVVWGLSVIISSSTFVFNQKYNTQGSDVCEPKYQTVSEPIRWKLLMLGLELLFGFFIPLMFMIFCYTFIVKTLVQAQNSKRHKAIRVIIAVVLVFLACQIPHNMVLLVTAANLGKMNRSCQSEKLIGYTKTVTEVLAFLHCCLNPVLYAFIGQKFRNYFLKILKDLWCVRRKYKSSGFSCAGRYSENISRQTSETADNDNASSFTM
Active calls of the source: *. A portion of the library. The share of hits here may be higher or lower than overall.

The first four compounds (preview)
SMILES	Gli-Sufu block	EBI2 antag	CCR6 antagonist
O=C(CNC(=O)c1cc(-c2ccccc2)nn1-c1ccccc1)Nc1ccccc1Br	-10	0	17
O=C(c1cc2ccccc2oc1=O)N1CCCN(C(=O)c2cc3ccccc3oc2=O)CC1	-1	2	5
CCOc1cc(C=NNC(=O)CCCC(=O)NN=Cc2ccc(O)c(OCC)c2)ccc1O	-2	-5	0
O=C(CN1CCCC1c1cccs1)Nc1cc(S(=O)(=O)N2CCCCC2)ccc1Cl (stereo unspecified)	3	13	20

All compounds of this part, from the first entry:
SMILES	Gli-Sufu block	EBI2 antag	CCR6 antagonist
O=C(CNC(=O)c1cc(-c2ccccc2)nn1-c1ccccc1)Nc1ccccc1Br	-10	0	17
O=C(c1cc2ccccc2oc1=O)N1CCCN(C(=O)c2cc3ccccc3oc2=O)CC1	-1	2	5
CCOc1cc(C=NNC(=O)CCCC(=O)NN=Cc2ccc(O)c(OCC)c2)ccc1O	-2	-5	0
O=C(CN1CCCC1c1cccs1)Nc1cc(S(=O)(=O)N2CCCCC2)ccc1Cl (stereo unspecified)	3	13	20
Cn1cc(C(=O)C(=O)NC2CC2)c2ccccc21	-7	1	15
Cc1cc(NC(=O)Cc2csc(-c3ccccc3)n2)ccc1Br	3	6	1
COc1ccc(S(=O)(=O)N2CCCCCC2)cc1C(=O)N1CCN(c2ccc(F)cc2)CC1	10	-3	12
O=S(Cc1ccccc1)c1ccccc1 (stereo unspecified)	-34	-9	-10
O=C(NCCNCc1ccccc1)c1ccco1	5	6	3
Cc1ccc(S(=O)(=O)N2CCN(C(=O)COC(=O)/C=C/c3cccc(Cl)c3)CC2)c(C)c1	4	13	19
CCCCn1cnc2c(SCc3ccccc3F)nc(N)nc21	-18	0	11
Nc1ccc(O)cc1C(=O)OCC(=O)c1ccc(C2CCCCC2)cc1	66*	2	6
O=c1/c(=C\c2cccn2-c2ccccc2)sc2nc3ccccc3n12	-7	3	9
O=C(c1ccccc1)c1ccc(Oc2ccc([N+](=O)[O-])cc2[N+](=O)[O-])cc1	-5	-25	19
COCCCNCc1cc(C)n(-c2cc(S(=O)(=O)N3CCOCC3)ccc2N2CCCC2)c1C	2	-4	14
COC(=O)c1nc(NC(=O)c2ccccc2Br)n[nH]1	22	-8	18
COc1ccccc1N1CCN(C(=O)c2ccc3ncsc3c2)CC1	-5	40	19
CCCCN(C(=O)CSCc1ccc(C)cc1)c1c(N)n(Cc2ccccc2)c(=O)[nH]c1=O	4	-9	11
O=C(N=Nc1c(O)[nH]c2ccc(Cl)cc12)c1cc(-c2cccs2)nc2ccccc12	1	-8	6
Cc1ccc(OCC(=O)N/N=C\c2ccc(C)o2)c([N+](=O)[O-])c1	-24	-2	-2
COCc1c(C(=O)Nc2ccc(C)c(S(=O)(=O)N3CCOCC3)c2)oc2ccccc12	-9	4	5
O=C1Nc2ccc3c(c2C1=Cc1cc2c(cc1Br)OCO2)OCO3	0	8	14
O=C(Nc1cccc(C(=O)N2CCCCC2)c1)C1CCC1	3	-38	-12
Cc1ccccc1S(=O)(=O)N1C[C@H]2CON(C)[C@H]2C[C@H]1c1cccc(-c2ccc(C#N)cc2)c1	1	12	7
CN(CCc1ccccc1)C(=O)c1ccc(NC(=O)Cc2cccc(NC(=O)C3CCN(C(=O)CCc4ccccc4)CC3)c2)cc1	-3	12	2
N#CC(C#N)=C1c2cc(S(N)(=O)=O)ccc2-c2ccc(S(N)(=O)=O)cc21	1	-22	7
Cc1ccc(OCCNC(=O)c2cccc(S(=O)(=O)N3CCN(Cc4ccccc4)CC3)c2)cc1	10	35	12
Cc1ccc2nc(C(Cl)(Cl)Cl)nc(N/N=C/c3ccc([N+](=O)[O-])cc3)c2c1	-4	-3	17
CN(C(=O)c1cccc(NC(=O)Cc2ccc(NC(=O)C3CCCN(C(=O)c4ccccc4)C3)cc2)c1)C1CCCC1 (stereo unspecified)	-35	-10	9
COc1cccc(CNS(=O)(=O)c2ccccc2Br)c1OC	-7	5	-1
O=[N+]([O-])c1ccc2c(c1)C(=NO)c1cc(Cl)c(Cl)cc1-2	-9	-14	14
CC1CN(CC(=O)Nc2nc(-c3ccc(Cl)cc3)cs2)CC(C)O1 (stereo unspecified)	-8	11	1
CCCC(C(=O)O)N1C(=O)/C(=C2\C(=O)N(C)c3ccccc32)SC1=S (stereo unspecified)	-2	-7	19
O=[N+]([O-])c1c(NCCCO)cc(Sc2ccc(Cl)cc2)c2nonc12	-6	33	98*
C#CCOCCOCCOCCNc1nc(N2CCN(C(=O)Cn3cc(CCO)nn3)CC2)nc(N2CCN(C(=O)Cn3cc(CCO)nn3)CC2)n1	-7	-3	1
COc1ccccc1C1OCC(C)(C)CO1	-1	-7	5
CCN(C(=O)COC(=O)c1ccccc1Oc1ccccc1)c1c(N)n(Cc2ccccc2)c(=O)[nH]c1=O	-14	-2	21
Cc1ccc(NC(=O)CCNC(=O)c2ccc([N+](=O)[O-])cc2)cc1C	4	7	-3
O=C(O)c1ccccc1C=NNc1ccccn1	-18	8	4
COc1cc(N=Nc2ccc(C(=O)N(C)C)cc2)c(C)cc1N	-30	2	18

Some of these compounds in order of length of the SMILES, low to high.
SMILES	Gli-Sufu block	EBI2 antag	CCR6 antagonist
COc1cccc(CNS(=O)(=O)c2ccccc2Br)c1OC	-7	5	-1
O=C1Nc2ccc3c(c2C1=Cc1cc2c(cc1Br)OCO2)OCO3	0	8	14
Cc1ccc(NC(=O)CCNC(=O)c2ccc([N+](=O)[O-])cc2)cc1C	4	7	-3
O=C(c1ccccc1)c1ccc(Oc2ccc([N+](=O)[O-])cc2[N+](=O)[O-])cc1	-5	-25	19
CCN(C(=O)COC(=O)c1ccccc1Oc1ccccc1)c1c(N)n(Cc2ccccc2)c(=O)[nH]c1=O	-14	-2	21

Carrying on:
SMILES	Gli-Sufu block	EBI2 antag	CCR6 antagonist
Nc1ncnc2c1ncn2C1C=C(CO)C(O)C1O (stereo unspecified)	32	4	8
COc1cc(/C=C2\COC/C(=C\c3cc(OC)c(OC)c(OC)c3)C2=O)cc(OC)c1OC	55*	45*	55*
Cc1ccc(NC(=O)Cn2nc(C(=O)O)c3ccccc3c2=O)cc1S(=O)(=O)N1CCCCCC1	7	2	22
Cc1nc(N2CCN(c3ccccn3)CC2)c2c(C)c(C(=O)N3CCN(c4ccccc4F)CC3)sc2n1	24	-1	16
CN(C)c1ccc(/C=C/c2ccncc2)cc1	-56	9	1
CC(=O)N1CCc2ccc(N)cc21	4	-6	5
NS(=O)(=O)c1ccc(Cl)c(S(N)(=O)=O)c1	15	2	-3
CC(=O)Nc1ccc(/C=N/Nc2nncc3ccccc23)cc1	-56	-10	-4
CC(OC(=O)Nc1cccc(Cl)c1)C(=O)OC1CCCCC1 (stereo unspecified)	-17	-3	21
C/C(=N\NC(=O)Cc1ccc(Cl)cc1)c1ccccn1	88*	20	102*
CC1(c2cccc3ccccc23)OC(=O)c2ccccc21 (stereo unspecified)	-6	0	10
Cc1ccc(NC(=O)CNC(=O)c2ccc(OC(F)F)cc2)cc1S(=O)(=O)N1CCCCCC1	7	-14	-3
CCOc1ccc(-n2c(COc3ccc(C)cc3)nnc2SCC(N)=O)cc1	0	-7	-4
Cc1ccc2c(c1)[C@H]1[C@H](CO2)[C@H](c2ccccc2)[C@]2(C)C(=O)N(C)CC(=O)N12	4	-5	-9
C#CCOCCOCCOCCNc1nc(N2CCN(C(=O)[C@H](CCCCN)n3cc(CN)nn3)CC2)nc(N2CCN(C(=O)[C@H](CCCCN)n3cc([C@@H](N)CC(N)=O)nn3)CC2)n1	22	-9	7
CCCCN(C(=O)c1cc(S(=O)(=O)N2CCCCC2)ccc1Cl)c1c(N)n(CCC)c(=O)[nH]c1=O	-4	-6	5
Cc1cc(/C=c2\sc3nc4ccccc4n3c2=O)c(C)n1-c1ccc(C(=O)O)cc1	-18	0	27
C=CCNC(=S)N1N=C(c2ccco2)CC1c1ccco1 (stereo unspecified)	-23	-5	1
COC(=O)c1sc2nc(-c3ccccc3)nc(N3CCN(C)CC3)c2c1C	17	-9	10
CCOC(=O)N1CCN(S(=O)(=O)c2ccc(C(=O)Nc3ccc(F)cc3F)cc2)CC1	48	-6	7

Reprinted from the part before: 2 entries; new compounds follow.
SMILES	Gli-Sufu block	EBI2 antag	CCR6 antagonist
COC(=O)c1sc2nc(-c3ccccc3)nc(N3CCN(C)CC3)c2c1C	17	-9	10
CCOC(=O)N1CCN(S(=O)(=O)c2ccc(C(=O)Nc3ccc(F)cc3F)cc2)CC1	48	-6	7
COc1cc(C2C3C(=O)N(Cc4ccccc4)C(=O)C3ON2c2ccccc2)cc(OC)c1OC (stereo unspecified)	9	7	14
Cc1cc2c(cc1C)N(C(=O)CCl)CCN2C(=O)CCl	11	12	24
CCN1C[C@@H]2[C@@H]3C(=O)N(Cc4ccccc4)C(=O)[C@@H]3[C@](CC)(C1=O)N2C(=O)c1ccc(C(C)(C)C)cc1	4	-2	6
OC(c1ccccc1)(c1ccccc1)c1nccn1-c1ccccc1	2	2	10
COc1ccccc1N1CCN(CCCN2C(=O)C3CCCCN3C2=O)CC1 (stereo unspecified)	21	1	0
CCCCNC(=O)c1ccccc1C(=O)NC1(C(=O)NCCCC)CCCC1	29	-3	5
O=C1OC(Sc2ccccc2)(c2ccccc2)c2ccccc21 (stereo unspecified)	9	30	25
CCOC(=O)N1CCC2CC1c1cc(Cl)ccc12 (stereo unspecified)	3	4	2
Cc1cccc(NC(=O)CCNC(=O)c2ccc(Br)cc2)c1C	5	-6	16
CN(C)CC(CCC(CN(C)C)C(=O)c1ccccc1)C(=O)c1ccccc1 (stereo unspecified)	2	47*	98*
Cc1cc(C2=NNC(=NC3CC3)SC2)c(C)n1Cc1ccco1	84*	7	8
CC(=O)NC(Cc1ccccc1)C(=O)Oc1ccc2ccccc2c1 (stereo unspecified)	0	-2	12
CC(C)(C)S(=O)N1Cc2cc(CO)cc(CCO)c2[C@H]1CCO (stereo partly specified)	0	-9	0
NC(=S)c1ccc[n+]([O-])c1	11	-4	1
CN(C)c1nc(N)c2nccnc2n1	-1	-9	-4
Cc1noc(C)c1CSCC(=O)Nc1ccccc1N1CCCC1	-1	2	15
O=C(O)C1=C(C2CCCCC2)C(=O)c2ccccc21	3	-12	8
COc1ccc(NC(C)c2ccccc2)cc1 (stereo unspecified)	-3	29	12
CCCCC(=O)NC(=S)NNC(=O)c1ccc(Cl)cc1Cl	6	-10	20
C=CCOC(=O)N1CCC2CC1c1cc(-c3ccc(OC)cc3)ccc12 (stereo unspecified)	3	12	14
COc1ccc(CCCN2CCC(CN3CCNC(=O)C3=O)CC2)cc1OC	7	-4	0
c1ccc(Oc2ncnc3ccccc23)cc1	-3	-13	2
O=[N+]([O-])c1ccc(CS(=O)(=O)c2ccc(Cl)cc2)cc1	32	-5	17
Cc1ccc(S(=O)(=O)NC(=O)NCc2ccco2)cc1	7	8	7
Cn1c(N)c(NC(=S)NC2CCCCC2)c(=O)n(C)c1=O	6	2	9
CN1CCC(OC(c2ccccc2)c2ccc(Cl)cc2)C1 (stereo unspecified)	14	3	13
COc1cc(CNc2ccc(N3CCN(C(C)=O)CC3)cc2)ccc1OCc1ccc(F)cc1	4	8	0
COc1ccc(C(CNC(=O)c2cccc(S(=O)(=O)Nc3ccccc3OC)c2)N2CCCCC2)cc1 (stereo unspecified)	29	17	17
O=c1[nH]c(=O)n(C2CC(O)C(CO)O2)cc1Br (stereo unspecified)	-20	0	8
COc1ccc(N2CCN(C(=O)c3ccc(Cl)c(S(=O)(=O)N4CCOCC4)c3)CC2)cc1	3	3	-1
Cc1cccc(N(CC(=O)NCc2ccc3c(c2)OCO3)C(=O)CCC(=O)Nc2ccccn2)c1C	2	3	6
COc1cccc(-c2ccc3c(c2)C2CC3CCN2C(=O)c2ccc(Cl)cc2)c1 (stereo unspecified)	4	3	3
CCOc1ccc(S(=O)(=O)N2CCOCC2)cc1NC(=O)CSCC(=O)Nc1ccc(OC)cc1	-10	-9	6
CN(N=Nc1nc[nH]c1C(=O)NN)C1CCCCC1	6	-13	-7
Oc1ccccc1C1SC(c2ccccc2O)SC(c2ccccc2O)S1 (stereo unspecified)	6	4	-2
Cc1c(CCNC=O)cc(C)c2c3c(oc12)CCCC3	-73	5	0
CC(=O)Nc1c(Cl)cc2c(c1Cl)Cc1cc(N)ccc1-2	-46	-6	-9
O=C(Nc1ccc(C(=O)N2CCCCC2)cc1)c1ccccc1	-16	-2	3
Cc1sc2nc(SCc3nc(-c4ccccc4)no3)n(-c3ccccc3)c(=O)c2c1C	11	-2	-10
NS(=O)(=O)c1cccc(NC(=O)CSc2n[nH]c(-c3ccccc3Br)n2)c1	0	5	-3
COc1ccc(/C=N/n2c(SC)nnc2-c2ccccc2)c(OC)c1OC	1	3	-1
NC(=O)C12C(=O)NC(=O)C1(C(=O)O)C21CCCC1 (stereo unspecified)	-12	-2	-3
COc1ccc(/C=C/c2cc(O)cc(OC3OC(CO)C(O)C(O)C3O)c2)cc1 (stereo unspecified)	1	-6	3
CC(C)[C@H](NC(=O)OCc1ccccc1)C(=O)OCC(=O)N1CCCCC1	-24	-2	1
O=C(O)C1(Nc2ccc(Cl)cc2)CCCC1	0	-12	0
O=C1N2CCCc3cccc(c32)C12Nc1ccccc1S2 (stereo unspecified)	16	-13	10
Cc1ccc2c(c1)C(=C(C#N)C#N)CCN2	0	13	44

Bioassay records as filed in PubChem BioAssay.
